Compound activity as filed in PubChem BioAssay.
West Nile virus CPE – inhibition of WNV-induced cytopathic effect – cell-based, CPE readout (AID 1621); West Nile virus-infected cells, CPE inhibition; higher % means a stronger effect; CPE inhibition, % at 10 µM; hits with a dose series show IC50 in µM; 0.02% of 290,000 active; in the data active = a potency from the dose series; inconclusive = CPE inhibition mostly from about 3.7% at the one dose, without a potency; inactive = the rest, 99 in 100 with CPE inhibition below about 2.2%; also: strong numbers were not always called active
Large T inhibition – TAg ATPase/helicase activity blockers – biochemical (AID 1903); inhibition, % at 20 µM, or IC50 in µM where a hit was titrated; 0.39% of 310,000 active; SV40 large T antigen ATPase/helicase inhibition assay; higher % means a stronger effect; in the data active = a potency from the dose series; inconclusive = inhibition mostly from about 32% at the one dose, without a potency; inactive = the rest, 99 in 100 with inhibition below about 32%; also: strong numbers were not always called active
NS5 inhibitors – flavivirus cap methylation enzyme inhibition – biochemical, confirmation dose response, primary screen (AID 588689); Dengue-2 NS5 methyltransferase capping enzyme assay, biochemical; higher % means a stronger effect; inhibition, % at 25 µM; hits with a dose series show IC50 in µM; 0.3% of 340,000 active; in the data active = a potency from the dose series; inconclusive = inhibition above about 29% without an active follow-up result
MgcRacGAP inhibition – MgcRacGAP GTPase-activating activity inhibitors, confirmation, biochemical, ADP Hunter fluorescence; MgcRacGAP-stimulated Rac1 GTP hydrolysis, ADP Hunter fluorescence; higher % means a stronger effect; GST-tagged Rac1 F28L mutant substrate; inhibition, % at 30 µM; hits with a dose series show IC50 in µM; 0.6% of 340,000 active; AID 624330;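 active = first-screen hits whose inhibition reached a set limit at any dose in the follow-up dose series; inconclusive = inhibition above the set first-screen limit but never retested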;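 also: fluorescence reports GDP produced by GAP-driven GTP hydrolysis; strong numbers were not always called active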
RSV CPE inhibition – RSV antiviral activity via CPE protection, HEp-2 cells, primary 10 µM value included (AID 2391); HEp-2 cells, RSV-induced CPE inhibition; higher % means a stronger effect; CPE inhibition, % at 10 µM, or IC50 in µM where a hit was titrated; 0.13% of 310,000 active; in the data active = a potency from the dose series; inconclusive = CPE inhibition mostly from about 23% at the one dose, without a potency; inactive = the rest, 99 in 100 with CPE inhibition below about 21%; also: strong numbers were not always called active
NTR1 agonist – NTR1-driven beta-arrestin-GFP spot formation – imaging, U2OS cells, high content, primary screen (AID 493036); P30989; agonist mode; activation, % at 20 µM; 0.17% of 330,000 active;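 active = activation at or above 40% of the spot to cytoplasm intensity ratio, with at least 20 cells analyzed; inconclusive = wells under 20 cells, flagged as cytotoxic or low count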;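 also: 0% = DMSO without peptide and 100% = 100 nM NTR1 peptide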
Target sequence (P30989 whole entry, looked up): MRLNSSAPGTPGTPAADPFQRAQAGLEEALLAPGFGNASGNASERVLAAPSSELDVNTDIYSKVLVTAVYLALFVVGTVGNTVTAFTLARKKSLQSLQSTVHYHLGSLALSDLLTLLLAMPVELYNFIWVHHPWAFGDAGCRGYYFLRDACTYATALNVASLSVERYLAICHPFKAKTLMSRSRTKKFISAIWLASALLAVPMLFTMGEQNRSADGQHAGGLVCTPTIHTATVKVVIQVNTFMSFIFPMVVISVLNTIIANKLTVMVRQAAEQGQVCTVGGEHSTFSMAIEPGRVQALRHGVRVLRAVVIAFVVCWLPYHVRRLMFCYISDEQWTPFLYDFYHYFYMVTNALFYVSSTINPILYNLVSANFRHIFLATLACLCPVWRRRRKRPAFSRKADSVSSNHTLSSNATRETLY
AID2073 – disruptors of CaV2.2 binding to Mint1 – biochemical, HTRF (AID 2073). HTRF protein-protein interaction, Mint1-CaV2.2; higher % means a stronger effect. inhibition, % at 20 µM, or IC50 in µM where a hit was titrated. 0.19% of 290,000 active; in the data active = inhibition mostly above about 51%, no sharp cut-off; inconclusive = no clear call, values can overlap the other calls; inactive = mostly below about 53%; also: some results filed as inactive read as strong as hits
Siah-1 displacement – blockers of Siah-1 interaction with plectin peptide – biochemical, fluorescence polarization, rhodamine-plectin, uHTS, primary screen (AID 1817). 0.02% of 290,000 active. displacement, % at 20 µM; hits with a dose series show IC50 in µM. Siah-1 / rhodamine-plectin peptide fluorescence polarization; higher % means a stronger effect;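 active = displacement of at least 50% at 20 µM, with a fluorescence ratio check between 0.3 and a set limit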;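 also: plate controls were Siah plus tracer with DMSO for no effect and tracer alone without Siah for full effect; strong numbers were not always called active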
UTI89 phage lysis – protection from phage-mediated lysis, alamar blue read-out – E. coli UTI89, K1F phage, bacterial capsule biogenesis inhibitors (AID 488966) | E. coli UTI89 K1F phage lysis, alamar blue, 2 h; higher % means a stronger effect | inhibition, % at 100 µM, or IC50 in µM where a hit was titrated | 0.02% of 340,000 active;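 active = phage lysis inhibition, versus mean bacterial control, above a set limit; inconclusive = no clear call, values can overlap the other calls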;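 also: capsule biogenesis inhibitors block K1F phage lysis so surviving cells raise fluorescence; higher fluorescence means more inhibition of phage lysis; actives were called in the ten point dose series up to 300 µM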
NTR1 agonist cell count 20 µM – further read-out of NTR1 agonist, marked with its call; cell count; measured here: cell count, cytotoxicity flag
* marks the source's active call; other numbers are inactive results; ? = inconclusive; . = no result given; [ ] = dose if it differs, or a comment. This is a random part of the collection. Share with any hit: about 1.6%.

SMILES	West Nile virus CPE	Large T inhibition	NS5 inhibitors	MgcRacGAP inhibition	RSV CPE inhibition	NTR1 agonist	NTR1 agonist cell count 20 µM	AID2073	Siah-1 displacement	UTI89 phage lysis
O=C(NCc1cccnc1)c1ccc(COc2ccccc2Cl)cc1	-1.3%	9.1%	4.4%	11.8%	0.3%	2.2	73	4.5%	3.9%	-0.2%
Cc1nc2ccc(NC(=O)c3ccco3)cc2s1	-0.4%	24.0%	-1.8%	3.5%	1.1%	-0.5	79	31.3%	3.2%	0.0%
N#Cc1ccsc1NC(=O)COC(=O)c1ccc(Br)o1	.	.	-10.3%	10.6%	.	3.0	54	.	.	0.3%[50 µM]
O=C(NC(=S)Nn1cnnc1)c1ccccc1Cl	0.0%	-4.9%	-3.1%	1.8%	3.5%	-0.1	35	12.0%	1.7%	0.5%
CC(=O)OCc1cc2cc(C)ccc2[nH]c1=O	0.4%	4.4%	6.6%	10.2%	3.7%	0.1	55	5.7%	3.1%	1.6%
CCOc1ccccc1N(CC(=O)N1CCOCC1)S(=O)(=O)c1ccc(SC)cc1	-0.3%	22.1%	7.6%	2.3%	.	.	.	0.2%	-0.9%	-0.3%
O=C(Nc1ccc(SC(F)F)cc1)c1cccc2nc3ccccc3nc12	-1.0%	10.1%	-4.1%	3.2%	-0.3%	2.8	81	24.4%	0.3%	0.9%
Cc1cc(NC(=O)c2cccc(S(=O)(=O)N3c4ccccc4CC3C)c2)no1 (stereo unspecified)	-0.1%	20.4%	-3.0%	-0.2%	?	1.6	63	10.4%	1.3%	0.4%
Cc1cc(C(=O)O[C@H]2[C@H](Cc3ccccc3)NS(=O)(=O)[C@H]3C[C@@H]4C=C[C@]23O4)ccc1[N+](=O)[O-]	.	.	-6.3%	8.5%	1.3%	4.0	83	.	.	-0.3%
O=C(CN(Cc1ccccc1F)C(=O)c1ccco1)NCc1ccc(F)cc1	-0.5%	1.0%	-1.2%	6.4%	1.4%	-1.0	52	2.8%	2.3%	-0.1%
Cc1cc(NC(=O)CSc2nc3c(cc2C#N)CCC3)no1	0.0%	2.5%	-4.0%	2.0%	1.2%	1.2	47	2.6%	12.9%	0.1%
Cc1cccc(-n2c(N)cc(=O)nc2SCC(=O)Nc2cc(C)on2)c1	0.6%	5.7%	6.9%	-1.0%	3.0%	2.9	48	14.3%	2.8%	-0.5%
CCOC(=O)C(Sc1cc(-c2ccccc2)nc2ncnn12)C(C)=O (stereo unspecified)	0.2%	13.7%	-35.2%	15.4%	-0.1%	-0.7	51	-16.2%	-0.9%	0.1%
Cc1cc(C)c2nc(SCC(=O)NCCN3C(=O)CSC3=O)cc(C)c2c1	-1.1%	25.1%	-1.9%	5.8%	2.4%	0.0	35	3.5%	1.9%	0.2%
O=S(=O)(Nc1ccc(-n2cnnn2)cc1)c1cccs1	.	.	-6.9%	1.7%	1.0%	0.8	57	.	.	0.3%[50 µM]
CC(C)N(C(=O)COC(=O)[C@H](C)NC(=O)c1ccco1)c1ccccc1	-0.3%	3.5%	-4.8%	5.4%	2.7%	-0.7	39	-3.4%	4.8%	-0.5%
CC(=O)NC(CCS(C)(=O)=O)C(=O)Nc1cc(C)ccc1C (stereo unspecified)	0.3%	7.3%	2.1%	-2.0%	1.1%	0.8	58	6.1%	-0.6%	3.1%
Cc1ccc(NC(=O)COC(=O)c2cc(=O)c3cc(F)ccc3o2)cc1	.	.	2.2%	2.7%	.	1.9	58	.	.	1.7%[50 µM]
CC(=O)C1C(=O)CC(c2ccc(Cl)cc2)CC1=O (stereo unspecified)	-0.2%	9.3%	0.8%	2.8%	1.2%	-0.5	31	7.6%	2.6%	0.6%
Cc1noc(-c2ccc(C(F)(F)F)cc2)c1NC(=O)Nc1ccc(Cl)cc1	0.7%	6.0%	.	.	6.4%	8.5	49	9.8%	-5.7%	.
Cc1ccc(OCC(=O)NCCCNC(=O)c2cnccn2)cc1C	0.1%	3.7%	4.5%	1.1%	0.2%	5.1	44	8.8%	-0.2%	0.4%
CC1(C)NC(=O)N(c2ccc([N+](=O)[O-])c(C(F)(F)F)c2)C1=O	.	23.8%	-11.2%	1.0%	4.1%	1.1	66	.	.	-2.4%
COc1cc(/C=N/NC(=O)Cn2cnc3c2c(=O)n(C)c(=O)n3C)ccc1O	0.5%	?	-0.8%	?	0.0%	2.2	53	-5.3%	14.6%	-0.4%
Cc1cc(C(=O)CSc2nnc(N)s2)c(C)n1CCc1ccc(F)cc1	-1.2%	11.2%	-4.0%	1.9%	?	0.1	67	2.5%	1.6%	-0.5%
C=CCn1c(SCCC(=O)O)nnc1-c1cccs1	0.1%	4.6%	-8.7%	1.8%	1.5%	0.0	48	2.5%	2.3%	0.5%

Sorted by SMILES length (falling): part of the list above.
SMILES	West Nile virus CPE	Large T inhibition	NS5 inhibitors	MgcRacGAP inhibition	RSV CPE inhibition	NTR1 agonist	NTR1 agonist cell count 20 µM	AID2073	Siah-1 displacement	UTI89 phage lysis
COc1cc(/C=N/NC(=O)Cn2cnc3c2c(=O)n(C)c(=O)n3C)ccc1O	0.5%	?	-0.8%	?	0.0%	2.2	53	-5.3%	14.6%	-0.4%
Cc1cc(C)c2nc(SCC(=O)NCCN3C(=O)CSC3=O)cc(C)c2c1	-1.1%	25.1%	-1.9%	5.8%	2.4%	0.0	35	3.5%	1.9%	0.2%
Cc1ccc(NC(=O)COC(=O)c2cc(=O)c3cc(F)ccc3o2)cc1	.	.	2.2%	2.7%	.	1.9	58	.	.	1.7%[50 µM]
Cc1cc(C(=O)CSc2nnc(N)s2)c(C)n1CCc1ccc(F)cc1	-1.2%	11.2%	-4.0%	1.9%	?	0.1	67	2.5%	1.6%	-0.5%
O=C(Nc1ccc(SC(F)F)cc1)c1cccc2nc3ccccc3nc12	-1.0%	10.1%	-4.1%	3.2%	-0.3%	2.8	81	24.4%	0.3%	0.9%
Cc1ccc(OCC(=O)NCCCNC(=O)c2cnccn2)cc1C	0.1%	3.7%	4.5%	1.1%	0.2%	5.1	44	8.8%	-0.2%	0.4%
Cc1cc(NC(=O)CSc2nc3c(cc2C#N)CCC3)no1	0.0%	2.5%	-4.0%	2.0%	1.2%	1.2	47	2.6%	12.9%	0.1%

(cont.)
SMILES	West Nile virus CPE	Large T inhibition	NS5 inhibitors	MgcRacGAP inhibition	RSV CPE inhibition	NTR1 agonist	NTR1 agonist cell count 20 µM	AID2073	Siah-1 displacement	UTI89 phage lysis
Cc1cc(OC(=O)c2c(C)cc(OC(=O)c3c(C)cc(O)cc3O)cc2O)cc(O)c1C(=O)O	1.0%	.	16.8%	6.3%	-1.1%	-1.3	74	.	.	-0.2%
Cc1ccsc1/C=N/N1CCN(Cc2ccccc2)CC1	-0.8%	20.5%	-11.1%	7.8%	1.7%	0.5	102	2.0%	1.1%	3.1%
O=C(CN1CCc2cc3c(cc2C1)OCCCO3)Nc1c(F)cccc1F	-0.3%	24.7%	-10.4%	11.1%	6.2%	3.0	49	7.0%	1.9%	0.1%
Cn1c(Cn2nnc3ccccc32)nnc1SCC(N)=O	0.1%	18.1%	-0.7%	10.6%	2.6%	-1.6	45	28.5%	-2.7%	0.1%
CCCc1c(O)c2ccccc2[nH]c1=O	0.5%	4.9%	-1.7%	17.8%	0.7%	0.5	57	-1.9%	-1.7%	0.4%
CC1=C(C(=O)c2ccccc2)C(c2ccc(O)cc2)NC(=S)N1 (stereo unspecified)	0.1%	>100µM*	-25.0%	11.5%	1.4%	3.4	53	-17.5%	-9.1%	0.1%
COc1ccc(CC(=O)Nc2cccc(S(=O)(=O)N3CCCCCC3)c2)cc1OC	-1.9%	9.5%	-5.9%	5.0%	5.5%	.	.	-1.2%	0.5%	0.8%[50 µM]
CCN(CC(=O)Nc1cc(Cl)ccc1C)C(=O)c1ccc(N2CCCC2=O)cc1	.	.	-5.3%	-2.5%	0.2%	-2.4	63	.	.	0.6%[50 µM]
CCc1nc(SCC(=O)NCCc2ccccc2)c2c(=O)n(C)c(=O)n(C)c2n1	-0.4%	-2.8%	0.0%	11.2%	-1.2%	2.6	69	0.8%	-7.4%	0.2%
O=C(/C=C\Nc1ccccn1)c1ccc(Cl)cc1	-0.2%	20.3%	-4.1%	-0.1%	1.5%	0.6	43	-0.9%	-1.2%	1.7%[50 µM]
CCCCNC(=O)c1ccc(NC(=O)C2CCCO2)cc1 (stereo unspecified)	-0.1%	3.9%	4.9%	7.3%	0.7%	-1.6	73	26.9%	-3.4%	0.4%
O=c1cc(CO)oc(C(Nc2cccc(C(F)(F)F)c2)c2ccccn2)c1O (stereo unspecified)	-0.2%	-3.9%	28.7%	0.5%	0.4%	1.4	53	8.71µM*	3.1%	-0.1%
O=C(CCC(=O)N1CCN(Cc2ccccc2)CC1)Nc1nnc(C2CCCCC2)s1	-0.4%	13.1%	-4.4%	7.0%	?	-0.2	68	6.5%	2.2%	0.2%
Cc1cccc(NC(=O)CSCc2nc3c(nnn3Cc3ccc(F)cc3)c(=O)[nH]2)c1C	0.4%	19.6%	-5.2%	-4.0%	-1.2%	0.8	67	-0.9%	4.6%	0.5%
COc1ccccc1-c1c(C)oc2c(CN3CCN(CCO)CC3)c(O)ccc2c1=O	.	0.3%	5.6%	8.7%	.	.	.	32.1%	3.0%	-0.5%
O=C(CSc1nnc(Cn2c(=O)sc3ccccc32)n1CCc1ccccc1)N1CCOCC1	-1.2%	1.0%	5.6%	5.2%	1.8%	1.5	84	1.3%	-0.6%	6.4%
O=C(c1cccnc1)N1CCN(c2c(Cl)cccc2[N+](=O)[O-])CC1	-0.3%	0.8%	-5.5%	7.4%	3.0%	-0.7	47	2.1%	10.7%	-0.2%
CCc1ccc(N(CC(=O)NC2CCCC2)S(=O)(=O)c2c(C)noc2C)cc1	-0.9%	7.8%	-5.9%	5.3%	-1.9%	-1.0	58	-7.4%	0.5%	1.1%
CC1CCN(c2ccc(NC(=O)c3ccccc3[N+](=O)[O-])cc2)CC1	-0.9%	-1.7%	.	.	6.0%	0.9	54	-9.3%	-3.9%	.
CCCN1CCC(NC(=O)Nc2cc(Cl)ccc2OC)CC1	0.9%	18.6%	-4.0%	5.4%	-1.5%	-0.6	34	-4.2%	4.3%	0.0%
CC(=O)Nc1ccc(S(=O)(=O)NCCC(=O)OCc2nc(N)nc(Nc3ccccc3C)n2)cc1	.	9.6%	-2.2%	8.8%	-1.7%	0.8	56	.	.	-0.8%
CCn1cc(Cl)c(C(=O)Nc2cccc(CN3CCOCC3)c2)n1	-0.5%	11.2%	1.3%	3.0%	0.1%	0.0	70	-6.4%	11.5%	-0.2%
